OXTR potentiator: potentiates the human oxytocin receptor response; CHO-OTR cells, Fluo-8 calcium fluorescence, potentiator mode; 0% = oxytocin EC15, 100% = EC100; activation, % at 3 µM; 0.061% of 320,000 active; AID 2445;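 active = activation above that plate's cutoff, the mean activation of tested compounds plus 3 SD, cut at about 6.6% in these data, passing the limit was not always enough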;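 note: 100% uses oxytocin at 75 nM as the full agonist control; some results filed as inactive read as strong as hits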
Target sequence (P30559 whole entry, looked up): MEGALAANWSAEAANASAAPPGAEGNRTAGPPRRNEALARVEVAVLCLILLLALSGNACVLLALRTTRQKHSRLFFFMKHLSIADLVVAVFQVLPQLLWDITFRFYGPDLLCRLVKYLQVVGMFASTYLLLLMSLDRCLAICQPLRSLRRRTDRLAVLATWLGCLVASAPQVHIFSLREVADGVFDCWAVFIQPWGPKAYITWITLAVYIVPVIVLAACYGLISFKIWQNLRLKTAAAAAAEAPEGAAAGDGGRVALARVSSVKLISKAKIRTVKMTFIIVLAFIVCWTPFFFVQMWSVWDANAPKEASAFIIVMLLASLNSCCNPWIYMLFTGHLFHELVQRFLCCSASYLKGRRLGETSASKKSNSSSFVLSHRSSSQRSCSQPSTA
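Replication – single well per compound, singlicate · Assay system – CHO cell line stably expressing human OTR · Timing – 6 min pre-incubation, 100 s read · Measure – normalized max/min fluorescence ratio, % activation · Doses – 3.0 µM, one dose · Detection – Fluo-8 calcium dye fluorescence · Probe or stimulus – oxytocin near EC15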
CHO-K1 Ca ag: M1 agonist counterscreen hit in parental CHO-K1 cells | AID 602248 | Fluo-8 calcium fluorescence; scaled to maximal ATP response, vehicle zero | 0.48% of 360,000 active | activation, % at 3 µM; in the data active = activation above about 15%;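 note: untransfected CHO-K1 host cells lacking M1 receptor as counterscreen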
M1 antag: human CHRM1 antagonism. P11229. CHO-K1 hM1, Fluo-8 calcium fluorescence, ACh EC80 antagonist. 1.3% of 360,000 active. AID 588852. inhibition, % at 3 µM;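 active = percent inhibition above its own plate's cutoff, namely the mean of that plate's compound wells plus 3 SD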;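 note: peak over basal fluorescence ratio during 140 s after agonist addition; 0% = ACh EC80 plus DMSO and 100% = DMSO alone without agonist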
Target sequence (P11229 whole entry, looked up): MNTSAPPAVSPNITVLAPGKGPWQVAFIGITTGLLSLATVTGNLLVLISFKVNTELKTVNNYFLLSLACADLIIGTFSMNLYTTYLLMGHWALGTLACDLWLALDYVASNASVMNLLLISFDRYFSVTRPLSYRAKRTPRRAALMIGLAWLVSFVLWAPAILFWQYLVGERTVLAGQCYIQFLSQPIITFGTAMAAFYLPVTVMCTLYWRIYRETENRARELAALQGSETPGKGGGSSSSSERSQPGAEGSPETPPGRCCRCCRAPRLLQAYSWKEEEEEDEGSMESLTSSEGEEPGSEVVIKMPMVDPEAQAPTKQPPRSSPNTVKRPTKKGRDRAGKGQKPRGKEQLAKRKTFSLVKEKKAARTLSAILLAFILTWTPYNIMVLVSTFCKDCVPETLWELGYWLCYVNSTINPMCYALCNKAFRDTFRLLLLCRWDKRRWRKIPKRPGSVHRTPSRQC
TAAR1 antagonist: antagonists of human TAAR1; Q96RJ0; CHO RD-HGA16 TAAR1, Fluo-8 calcium fluorescence, antagonist; inhibition, % at 3 µM; 1.5% of 360,000 active; AID 624466;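 active = inhibition above a per-plate cutoff, the mean inhibition of test compounds on that plate plus 3 SD, cut at about 49% in these data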;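 note: 0% = DMSO plus EC80 beta-PEA response and 100% = DMSO alone without agonist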
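Test system: CHO RD-HGA16 cells bearing hTAAR1 | Reagent: β-PEA, EC80 | Compound dosing: 3 µM, single point | Schedule: Dye loading 75 min at 37 °C, then 30 min room temperature | Signal: Calcium fluorescence with Fluo-8 | Evaluation: Percent inhibition of PEA-evoked calcium signal, max/basal emission ratio | Control set: DMSO-only wells and EC80 β-PEA-stimulated wells | Repeats: Singlicate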
TAAR1 agonist: human TAAR1 agonism; Q96RJ0; CHO RD-HGA16 TAAR1, Fluo-8 calcium fluorescence; vehicle wells 0%, saturating PEA agonist 100%; activation, % at 3 µM; 0.99% of 360,000 active; AID 624467;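 active = activation above the mean activation of all test compounds in the run plus 3 SD, cut at about 38% in these data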
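System: CHO-derived RD-HGA16 cells with stable Gα16 and human TAAR1 / Times: 17-24 h plating, Fluo-8 75 min 37 °C, 30 min RT / Technique: calcium-sensitive Fluo-8 signal, excitation 470-495, emission 515-575 nm / Measure: % activation relative to PEA EC100 response / Benchmarks: DMSO and PEA EC100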
CHRM1 agonist: agonists of human M1 muscarinic receptor; CHO-K1 hM1, Fluo-8 calcium fluorescence, agonist mode; 0% DMSO, 100% acetylcholine EC100; 0.33% of 360,000 active; activation, % at 3 µM;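 active = activation above the run's mean compound activation plus 3 SD, cut at about 16% in these data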;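 note: peak over basal fluorescence ratio within a 140 s kinetic read after compound addition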
CHO parental Ca: counter-screen for OX1R antagonists: effect in parental CHO cells; parental CHO-K1, ATP-induced calcium, Fluo-8 fluorescence; inhibition, % at 5.6 µM; 0.63% of 330,000 active;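 active = inhibition above that plate's mean sample inhibition plus 3 SD, cut at about 26% in these data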;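 note: 0% = ATP-challenged DMSO wells and 100% = DMSO wells without ATP; some compounds past the cut are filed as inactive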
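Measured by: calcium-sensitive Fluo-8 fluorescence / Test system: CHO parental line / Controls: ATP-challenged DMSO wells low, unchallenged DMSO wells high / Measure: % inhibition / Compound: single nominal dose of 5.6 µM per compound / Replicates: single well per compound, no replicates / Reagent: ATP as calcium-mobilizing challenge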
M1 PAM parental: nonselective activator or artifact in parental CHO-K1 calcium assay. AID 602247. ATP EC20, Fluo-8 calcium fluorescence; 0% at ATP EC20, 100% at ATP max. 0.02% of 360,000 active. activation, % at 3 µM;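 active = activation above the run cutoff, the mean activation of all test compounds plus 3 SD, cut at about 40% in these data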;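 note: peak over basal fluorescence ratio in a 140 s read after ATP addition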
CHO-K1 Ca antag: counter-screen for M1 antagonists: effect in parental CHO-K1 cells; ATP-induced calcium, Fluo-8 fluorescence; inhibition, % at 3 µM; 0.6% of 360,000 active; AID 602250;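 active = inhibition above a per-plate cutoff, the plate's mean sample inhibition plus 3 SD, cut at about 24% in these data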;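 note: 0% = DMSO plus EC80 ATP and 100% = DMSO alone without ATP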
* marks the source's active call; other numbers are inactive results.

What do the screens show for `O=C(N/N=C/C1CC=CCC1)c1cc2ccccc2cc1O` (configuration not stated)?
OXTR potentiator: 6; CHO-K1 Ca ag: 2.3; M1 antag: -11; TAAR1 antagonist: -7; TAAR1 agonist: 4; CHRM1 agonist: -5; CHO parental Ca: -9; M1 PAM parental: 12; CHO-K1 Ca antag: -1

What do the screens show for `S=c1nc(-c2ccco2)[nH][nH]1`?
OXTR potentiator: -2; CHO-K1 Ca ag: 0.0; M1 antag: 2; TAAR1 antagonist: -7; TAAR1 agonist: 3; CHRM1 agonist: -1; CHO parental Ca: -16; M1 PAM parental: 5; CHO-K1 Ca antag: -5

What do the screens show for `Cc1ccc(C2=NNC(=O)C(c3ccc(Cl)cc3)C2)cc1` (configuration not stated)?
OXTR potentiator: -11; CHO-K1 Ca ag: -0.6; M1 antag: -4; TAAR1 antagonist: -7; TAAR1 agonist: 5; CHRM1 agonist: -5; CHO parental Ca: -5; M1 PAM parental: -3; CHO-K1 Ca antag: -6

What do the screens show for `O=C(Nc1ccc(F)cc1)c1cc(-c2ccccc2)no1`?
OXTR potentiator: -12; CHO-K1 Ca ag: -0.1; M1 antag: 1; TAAR1 antagonist: -3; TAAR1 agonist: -2; CHRM1 agonist: -6; CHO parental Ca: -4; M1 PAM parental: 4; CHO-K1 Ca antag: -11

What do the screens show for `O=C(O)C1CCCCC1C(=O)NCCCc1ccccc1` (configuration not stated)?
OXTR potentiator: -5; CHO-K1 Ca ag: 0.0; M1 antag: 5; TAAR1 antagonist: 0; TAAR1 agonist: 68*; CHRM1 agonist: -3; CHO parental Ca: -14; M1 PAM parental: 0; CHO-K1 Ca antag: -3

How did COc1ccc(C(C)C)cc1S(=O)(=O)N1CCC(C(=O)NCc2cccnc2)CC1 do in these assays?
OXTR potentiator: 0; CHO-K1 Ca ag: 0.6; M1 antag: 11; TAAR1 antagonist: -2; TAAR1 agonist: 7; CHRM1 agonist: -5; CHO parental Ca: -7; M1 PAM parental: 12; CHO-K1 Ca antag: -2

What do the screens show for `COC(=O)CSc1nc2ccc(NC(=O)c3ccccc3C(=O)N3CCOCC3)cc2s1`?
OXTR potentiator: 7; CHO-K1 Ca ag: 5.9; M1 antag: 8; TAAR1 antagonist: 55*; TAAR1 agonist: 22; CHRM1 agonist: 1; CHO parental Ca: -25; M1 PAM parental: 16; CHO-K1 Ca antag: 2

What do the screens show for `Nc1ccc(OCc2ccco2)cc1`?
OXTR potentiator: -2; CHO-K1 Ca ag: -0.1; M1 antag: -5; TAAR1 antagonist: -3; TAAR1 agonist: 7; CHRM1 agonist: -3; CHO parental Ca: -2; M1 PAM parental: 9; CHO-K1 Ca antag: -17

How did O=C(C1CCCCC1)N1C[C@H](n2cc(-c3ccc(F)cc3)nn2)[C@@H](O)C[C@@H]1c1ccc(Cl)cc1 do in these assays?
CHO-K1 Ca ag: 1.4; M1 antag: -7; TAAR1 antagonist: 6; TAAR1 agonist: 8; CHRM1 agonist: -4; M1 PAM parental: 19; CHO-K1 Ca antag: -5

What do the screens show for `COc1ccccc1NC(=O)C1=C(C)Nc2nnnn2C1c1cccc(C)c1` (configuration not stated)?
OXTR potentiator: -4; CHO-K1 Ca ag: 2.7; M1 antag: -7; TAAR1 antagonist: -5; TAAR1 agonist: 9; CHRM1 agonist: 7; CHO parental Ca: -8; M1 PAM parental: 8; CHO-K1 Ca antag: -4

Results for CCOc1ccc(NC(=O)NCc2ccc3c(c2)OCO3)cc1 ?
OXTR potentiator: -9; CHO-K1 Ca ag: 0.1; M1 antag: 0; TAAR1 antagonist: -24; TAAR1 agonist: -1; CHRM1 agonist: -5; CHO parental Ca: -18; M1 PAM parental: -8; CHO-K1 Ca antag: -4

How did Cc1cccc(C)c1NC(=O)CNC(=O)C(C)NC(C)c1ccccc1Br (configuration not stated) do in these assays?
OXTR potentiator: -3; CHO-K1 Ca ag: 0.4; M1 antag: 1; TAAR1 antagonist: 1; TAAR1 agonist: 4; CHRM1 agonist: -1; CHO parental Ca: -20; M1 PAM parental: -2; CHO-K1 Ca antag: -8

What do the screens show for `CC(=O)Nc1ccc(NC(=O)CSc2ccc(-c3cccnc3)nn2)cc1`?
OXTR potentiator: -1; CHO-K1 Ca ag: 0.2; M1 antag: -16; TAAR1 antagonist: -9; TAAR1 agonist: 1; CHRM1 agonist: -1; CHO parental Ca: -14; M1 PAM parental: -10; CHO-K1 Ca antag: 6

How did COc1ccccc1NS(=O)(=O)c1cccc(C(=O)NCC(c2ccco2)N(C)C)c1 (configuration not stated) do in these assays?
OXTR potentiator: -4; CHO-K1 Ca ag: 1.8; M1 antag: 5; TAAR1 antagonist: 9; TAAR1 agonist: 3; CHRM1 agonist: -6; CHO parental Ca: -15; M1 PAM parental: 16; CHO-K1 Ca antag: -1

What do the screens show for `CC(CCc1ccccc1)NC(=O)CSc1ccccn1` (configuration not stated)?
OXTR potentiator: -5; CHO-K1 Ca ag: 0.2; M1 antag: 6; TAAR1 antagonist: -13; TAAR1 agonist: 6; CHRM1 agonist: -5; CHO parental Ca: 1; M1 PAM parental: 6; CHO-K1 Ca antag: -9

What do the screens show for `CCOC(=O)c1c(C)[nH]c(C(=O)OCc2ccc([N+](=O)[O-])cc2)c1C`?
OXTR potentiator: -11; CHO-K1 Ca ag: 0.1; M1 antag: -6; TAAR1 antagonist: 11; TAAR1 agonist: 0; CHRM1 agonist: -1; CHO parental Ca: -13; M1 PAM parental: 7; CHO-K1 Ca antag: 9

Results for CCOc1cccc(-c2nnc3sc(-c4cc(OC)c(OC)c(OC)c4)nn23)c1 ?
OXTR potentiator: -6; CHO-K1 Ca ag: -0.2; M1 antag: -6; TAAR1 antagonist: 6; TAAR1 agonist: 0; CHRM1 agonist: -2; CHO parental Ca: -7; M1 PAM parental: 1; CHO-K1 Ca antag: -29

How did O=C(NCCC1CCCCN1S(=O)(=O)c1ccccc1)C(=O)Nc1ccccc1 (configuration not stated) do in these assays?
OXTR potentiator: -11; CHO-K1 Ca ag: -0.2; M1 antag: -6; TAAR1 antagonist: -1; TAAR1 agonist: 1; CHRM1 agonist: -4; CHO parental Ca: -20; M1 PAM parental: -8; CHO-K1 Ca antag: -3

What do the screens show for `COc1ccc(S(=O)(=O)NCc2cccs2)cc1`?
OXTR potentiator: -8; CHO-K1 Ca ag: 0.6; M1 antag: 0; TAAR1 antagonist: -9; TAAR1 agonist: 5; CHRM1 agonist: -4; CHO parental Ca: -4; M1 PAM parental: 17; CHO-K1 Ca antag: -8

How did CCC(=O)c1cn(CC(=O)OC)c2ccccc12 do in these assays?
OXTR potentiator: -11; CHO-K1 Ca ag: 0.2; M1 antag: -7; TAAR1 antagonist: -13; TAAR1 agonist: 6; CHRM1 agonist: -3; CHO parental Ca: -5; M1 PAM parental: 2; CHO-K1 Ca antag: 7

How did CC(C)N(C(=O)[C@H]1C[C@H](CC(=O)NCc2ccco2)C(=O)N2CCc3c([nH]c4cc(-c5ccco5)ccc34)[C@]12C)C(C)C do in these assays?
CHO-K1 Ca ag: 0.4; M1 antag: -8; TAAR1 antagonist: -28; TAAR1 agonist: 1; CHRM1 agonist: -1; CHO parental Ca: -19; M1 PAM parental: 13; CHO-K1 Ca antag: 0

What do the screens show for `O=C(CNC(=O)c1ccco1)OCc1ccccc1F`?
OXTR potentiator: -4; CHO-K1 Ca ag: 0.1; M1 antag: 1; TAAR1 antagonist: -19; TAAR1 agonist: 2; CHRM1 agonist: 0; CHO parental Ca: -25; M1 PAM parental: 11; CHO-K1 Ca antag: -4

What do the screens show for `Cc1cc(C)n(C(=O)c2c([N+](=O)[O-])c(C)nn2C)n1`?
OXTR potentiator: -1; CHO-K1 Ca ag: 0.2; M1 antag: -4; TAAR1 antagonist: 14; TAAR1 agonist: 3; CHRM1 agonist: -5; CHO parental Ca: -13; M1 PAM parental: 9; CHO-K1 Ca antag: 1

What do the screens show for `COc1ccc(N2CCN(Cc3cc4c(cc3O)CCC4)CC2)cc1`?
OXTR potentiator: -4; CHO-K1 Ca ag: 1.3; M1 antag: -2; TAAR1 antagonist: 2; TAAR1 agonist: 23; CHRM1 agonist: -5; CHO parental Ca: -6; M1 PAM parental: 13; CHO-K1 Ca antag: -11

Results for Cc1ccc(CSC2=Nc3ccccc3C3=NC(CCC(=O)NCc4ccco4)C(=O)N23)cc1 (configuration not stated) ?
OXTR potentiator: -11; CHO-K1 Ca ag: 1.1; M1 antag: -10; TAAR1 antagonist: 1; TAAR1 agonist: 7; CHRM1 agonist: -5; CHO parental Ca: -27; M1 PAM parental: -8; CHO-K1 Ca antag: 4

How did CC(C)C1C(c2ccccc2)NC(c2ccccc2)CC1(O)c1ccc(F)cc1 (configuration not stated) do in these assays?
OXTR potentiator: -2; CHO-K1 Ca ag: 7.7; M1 antag: 4; TAAR1 antagonist: 1; TAAR1 agonist: -1; CHRM1 agonist: 1; CHO parental Ca: -16; M1 PAM parental: 17; CHO-K1 Ca antag: 3

Results for CCOCCCNc1c2c(nc3cc(-c4ccc(F)cc4)nn13)CCC2 ?
OXTR potentiator: 1; CHO-K1 Ca ag: 0.1; M1 antag: -10; TAAR1 antagonist: -1; TAAR1 agonist: 3; CHRM1 agonist: -5; CHO parental Ca: -30; M1 PAM parental: 10; CHO-K1 Ca antag: -6

How did CC(NC(=O)C1CCN(C(=O)Nc2ccccc2)CC1)c1ccccc1 (configuration not stated) do in these assays?
OXTR potentiator: -3; CHO-K1 Ca ag: 0.9; M1 antag: 3; TAAR1 antagonist: 8; TAAR1 agonist: 1; CHRM1 agonist: -4; CHO parental Ca: 0; M1 PAM parental: 16; CHO-K1 Ca antag: -2

Results for Cn1c2ccccc2c2nnc(SCCN3CCOCC3)nc21 ?
CHO-K1 Ca ag: 0.5; M1 antag: -3; TAAR1 antagonist: -13; TAAR1 agonist: 0; CHRM1 agonist: -11; M1 PAM parental: -7; CHO-K1 Ca antag: -4

What do the screens show for `Clc1cc2c(cc1/C=N/Nc1nc(N3CCOCC3)nc(N3CCOCC3)n1)OCO2`?
OXTR potentiator: 0; CHO-K1 Ca ag: -0.1; M1 antag: 2; TAAR1 antagonist: 5; TAAR1 agonist: 7; CHRM1 agonist: -3; CHO parental Ca: -12; M1 PAM parental: 8; CHO-K1 Ca antag: -6
